Screening data from PubChem BioAssay.
SR-BI uptake up – activators of SR-BI mediated HDL lipid uptake. CHO ldlA[mSR-BI] cells, DiI-HDL uptake fluorescence, 3 h; 100 = double the neutral-control signal. 320,000 compounds, 0.096% hits. AID 504775. activation, % at 12.5 µM;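 active = mean replicate activation of at least 60% and every replicate at or above 60%; inconclusive = mean or all-replicate condition met, but not both; inactive = mean below 60% and not all replicates reaching 60%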;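 note: 0% = median plate neutral-control signal and 100% = twice that signal; values of inactives mirror those of a sister screen read the other way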
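Assay system: LDL receptor-deficient CHO ldlA cells overexpressing murine SR-BI / Medium: BSA-supplemented, HEPES-buffered Ham's F12, pH 7.4 / Probe or stimulus: DiI-labelled HDL at 10 µg/mL final / Timing: compound with DiI-HDL co-incubation, 3 h at 37 °C / Technique: bottom-read cell fluorescence after medium removal, ex 550/em 595 nm / Measure: HDL uptake via cellular fluorescence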
CAL PDZ FP-1 – human CAL PDZ-peptide interaction inhibition; 330,000 compounds, 0.02% hits; AID 504414; inhibition, % at 20 µM; purified CAL PDZ, TMR-peptide fluorescence polarization, 1 h;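 active = highest replicate inhibition of at least 40%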;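 note: plate controls were DMSO neutral control wells for no effect and unlabeled competitor peptide control wells for full effect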
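System: tagged CAL PDZ domain. Schedule: 1 h room-temperature incubation prior to read. Signal: fluorescence polarization (mP). Measure: percent inhibition from loss of millipolarization.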
phage Ecoli inh – E. coli growth loss with phage present | AID 651602 | 360,000 compounds, 0.26% hits | growth absorbance | inhibition, % at 11.9 µM; in the data active = inhibition above about 11%
Tat transport – blocks Tat-dependent protein export in E. coli | E. coli MC4100 TorA-mCherry Tat export, fluorescence | inhibition, % at 10 µM | 340,000 compounds, 0.036% hits | AID 488895;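 active = mean replicate inhibition at least 50% and at least half of replicates individually reaching 50%; inconclusive = only one of the two criteria met; inactive = neither criterion met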;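 note: exported cargo escapes ClpAP degradation while cytoplasmic cargo is degraded and loses fluorescence; 0% = median of neutral control wells and 100% = median of NaSCN control wells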
AddAB inh – less growth of phage-infected E. coli with AddAB; 330,000 compounds, 0.29% hits; inhibition, % at 11.9 µM; AID 435030; E. coli expressing H. pylori AddAB, absorbance growth; in the data active = inhibition above about 12%;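 note: 0% = vehicle wells of infected cells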
Wnt act – activates Wnt/beta-catenin signaling in a reporter cell assay. activator, plate reader. activation, % at 9.35 µM. 300,000 compounds, 1.2% hits. AID 743398; in the data active = activation above about 30%, passing the limit was not always enough; inconclusive = no clear call, values can overlap the other calls;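 note: 0% = neutral control wells and 100% = positive control wells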
CAL PDZ FP-2 – CAL PDZ (human) peptide binding inhibition. purified CAL PDZ, TMR-peptide fluorescence polarization, 1 h. 300,000 compounds, 0.92% hits. Q9HD26. inhibition, % at 24.9 µM. AID 602252;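 active = mean inhibition of at least 30% with at least half of replicates also reaching 30%; inconclusive = no clear call, values can overlap the other calls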;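 note: 0% = DMSO neutral control and 100% = excess unlabeled competitor peptide PRC23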
SR-BI DiI inh – inhibitors of mouse SR-BI mediated HDL lipid uptake; Q61009; ldlA[mSR-BI] CHO cells, DiI-HDL uptake fluorescence, 3 h; inhibition, % at 12.5 µM; 320,000 compounds, 0.96% hits;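 active = mean replicate inhibition of at least 70% and a set share of replicates each scoring 70 or more; inconclusive = meets just one of the two criteria; inactive = fails both criteria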;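 note: 0% = median of neutral control wells and 100% = median of positive control wells; values of inactives mirror those of a sister screen read the other way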
Target sequence (Q61009 whole entry, looked up): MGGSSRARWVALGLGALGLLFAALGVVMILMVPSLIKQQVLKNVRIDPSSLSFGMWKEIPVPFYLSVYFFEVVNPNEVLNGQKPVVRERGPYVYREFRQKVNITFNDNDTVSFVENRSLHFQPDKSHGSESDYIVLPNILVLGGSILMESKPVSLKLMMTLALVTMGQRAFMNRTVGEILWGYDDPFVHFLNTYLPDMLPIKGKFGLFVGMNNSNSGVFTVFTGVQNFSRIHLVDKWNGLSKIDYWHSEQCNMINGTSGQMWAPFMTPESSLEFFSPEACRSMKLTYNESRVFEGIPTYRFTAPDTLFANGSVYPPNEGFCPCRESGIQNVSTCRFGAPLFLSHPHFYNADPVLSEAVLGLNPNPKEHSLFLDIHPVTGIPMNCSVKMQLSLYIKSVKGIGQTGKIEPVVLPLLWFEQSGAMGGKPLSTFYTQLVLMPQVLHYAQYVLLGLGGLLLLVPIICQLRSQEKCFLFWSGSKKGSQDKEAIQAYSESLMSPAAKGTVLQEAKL
E coli growth – counter-screen for AddAB inhibitors: E. coli growth inhibition; E. coli V3065 growth, OD600 absorbance, 18 h; inhibition, % at 11.9 µM; 330,000 compounds, 0.27% hits; AID 449728;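 active = inhibition above the campaign's mean inhibition across all tested compounds plus 3 SD, cut at about 9.9% in these data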;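 note: uninfected addAB+ strain grown without phage in ampicillin broth; 0% = DMSO wells and 100% = ciprofloxacin 0.95 µg/ml wells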
MITF TRPM1 HTS – activators of MITF-driven TRPM1 promoter activity in SK-MEL-5 cells. SK-MEL-5 TRPM1-promoter luciferase, 24 h; % of positive control, neutral wells = 0. activation, % at 12.5 µM. 300,000 compounds, 0.75% hits;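 active = mean activation of at least 80% with every replicate also reaching 80%; inconclusive = mean reaches 80% but some replicate falls short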;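 note: 0% = neutral control wells and 100% = parthenolide positive control wells; values of inactives mirror those of a sister screen read the other way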
* hit, by the source's call; u = inconclusive; x = not tested or not shown.

cpd	molecule	Tat transport	SR-BI uptake up	MITF TRPM1 HTS	AddAB inh	phage Ecoli inh	E coli growth	Wnt act	SR-BI DiI inh	CAL PDZ FP-1	CAL PDZ FP-2
1	CCOc1ccc(C(=O)CCC(=O)N(CC)CC(=O)Nc2c(F)cccc2F)cc1	2.4	-21.8	28.6	-0.5	2.1	-1.1	1.2	21.8	-0.3	-5.9
2	CC(=O)c1csc(COc2ccc(Cl)cc2)n1	-0.3	-15.3	50.8	1.0	4.4	1.2	u	15.3	-0.6	-0.9
3	CS(=O)(=O)c1sc(C(=O)NC(=S)Nc2ccc(OC(F)(F)F)cc2)c2c1C=CCC2	-5.5	-25.2	4.7	0.9	-1.5	-0.3	4.4	25.2	-0.2	105.8*
4	OCCn1c(Cl)nc2ccccc21	-6.7	13.1	-1.4	2.4	1.8	1.4	-0.3	-13.1	x	-12.1
5	CC(C)CN(CC(C)C)C(=O)C12CCC(C)(C(=O)C1)C2(C)C (centres undefined)	-1.5	19.9	3.0	2.4	2.8	1.4	-5.9	-19.9	-0.5	-2.0
6	Cc1ccnc(NS(=O)(=O)c2ccc(N)cc2)n1	-6.2	7.8	10.4	5.8	6.9	5.5	-1.5	3.2	-1.3	-2.6
7	Cc1cc(C)c(C(=O)/C=C/c2ccco2)c(=O)[nH]1	-7.8	-1.1	-8.3	2.9	3.9	2.5	2.3	1.1	-0.1	x
8	CC1=NN(C(=O)COc2ccccc2)C(O)(c2cccnc2)C1 (centres undefined)	-0.7	8.3	-13.4	-0.1	-0.1	0.1	-3.7	-8.3	-2.4	2.9
9	COc1cc(C(=O)Nc2ccc3c(c2)OCCO3)ccc1OC(F)F	-1.0	-78.6	97.8*	3.2	0.6	1.9	0.0	78.6*	x	-4.4
10	CC(=O)NCCc1cc2ccc(C)cc2[nH]c1=O	-5.2	18.3	1.5	1.8	2.3	1.9	x	-18.3	-0.1	1.7
11	CN(C)S(=O)(=O)c1cccc(NC(=O)c2ccc(S(=O)(=O)N3CCCC3)cc2)c1	-6.3	-22.3	-29.5	3.3	2.1	1.5	x	22.3	-2.0	0.0
12	COc1ccc(N(C(=O)C(C)C)S(=O)(=O)c2cccc([N+](=O)[O-])c2)cc1	-6.0	5.3	-10.9	1.7	5.9	0.7	-0.8	-5.3	-0.9	2.1
13	COc1ccc(NC(=O)CSCc2cc(=O)n3c(C)csc3n2)cc1	0.3	7.5	4.5	-0.3	2.0	0.1	-2.5	-7.5	-1.6	-3.2
14	Cc1ccc(N2CN=C(c3ccccc3)NC2=S)cc1	4.5	7.8	59.6	1.9	1.2	0.2	x	-7.8	-1.1	0.1
15	CCCCCCCCSc1nnc2[nH]c(=O)cc(N)n12	4.2	0.9	-3.2	-1.2	2.4	-1.1	-7.4	-0.9	0.8	-3.7
16	Cc1ccc(Nc2nnc(SCC(=O)c3cc4ccccc4o3)s2)cc1C	-0.9	14.2	-0.4	3.2	1.2	-1.6	9.7	-14.2	0.0	1.8
17	O=C(Nc1ccon1)c1ccc(F)c(S(=O)(=O)N2CCCCC2)c1	0.2	9.8	4.0	-0.9	1.7	0.3	1.6	-9.8	-2.9	4.7
18	CCCN1C2CCCC1CC(NC(=O)Nc1ccc(C(C)C)cc1)C2 (centres undefined)	-0.4	9.2	x	1.6	3.1	-0.3	-7.9	-9.2	-1.1	-1.3
19	CCOc1cc(/C=C2\C(=O)ON=C2c2ccccc2)cc(Br)c1O	-1.2	3.5	-28.8	-1.7	-1.5	1.1	0.1	-3.5	-0.5	x
20	COc1cc([N+](=O)[O-])ccc1NC(=S)N1CCN(c2ccccn2)CC1	-11.4	-12.8	6.4	-0.5	5.0	0.3	-2.5	12.8	-0.2	x
21	CC(C)CC(NC(N)=O)C(=O)OCC(=O)NC(=O)NC1CCCC1 (centres undefined)	-2.2	24.2	2.7	0.9	2.6	-2.9	17.4	-24.2	-1.1	0.8
22	CCc1ccc(NC(=O)C(C)OC(=O)c2cccc(S(=O)(=O)N3CCc4ccccc4C3)c2)cc1 (centres undefined)	2.5	-44.7	-3.9	1.2	3.9	0.9	-6.9	44.7	-1.1	-9.1
23	N#Cc1cnn(-c2ccccc2)c1N	2.5	6.1	17.4	0.2	0.6	-2.3	x	-6.1	-0.3	-3.7
24	COc1ccc(C(C)(C)C)cc1NC(=O)COC(=O)c1ncc(Cl)c(Cl)c1Cl	-4.1	11.1	2.3	1.2	3.2	2.0	0.8	-11.1	-1.5	-0.1
25	Cc1c(NS(=O)(=O)c2ccc(C(=O)NCc3ccc(F)cc3)cc2)c(=O)n(-c2ccccc2)n1C	-1.0	-8.5	11.9	-1.7	2.0	1.1	-0.3	8.5	-0.5	x
26	CN(C(=O)CSc1nnc(-c2ccccc2)c(-c2ccccc2)n1)C1CCS(=O)(=O)C1 (centres undefined)	0.5	-1.1	-6.6	-0.7	2.0	-2.2	-1.8	1.1	-0.4	-1.6
27	Cc1ccc(C(=O)NS(=O)(=O)c2ccc(C)cc2)cc1	-4.2	-5.2	-5.1	1.8	2.1	1.5	-1.9	5.2	-1.6	-0.3
28	CC(C)(C)NC(=O)CSc1nnc(-c2ccncc2)n1Cc1ccccc1	9.6	15.8	-1.3	-0.8	1.2	-2.2	x	-15.8	-0.6	-6.2
29	Cn1cccc1Cc1nnc(SCC(=O)N2CCCC2)n1CCc1ccccc1	5.1	9.0	-2.4	0.6	2.1	-1.0	-2.7	-9.0	-0.3	x
30	CC(=NNC(=O)c1ccncc1)c1ccccc1Cl	-1.4	5.7	8.4	x	1.5	x	-1.3	-5.7	-0.8	1.1
31	[O-]/C(=C(\C(=S)Nc1cccc2ccccc12)[n+]1ccccc1)c1ccc(Cl)s1	0.0	14.6	-8.3	0.2	1.9	-0.1	3.0	-14.6	-1.1	0.8
32	Nc1cccnc1Oc1ccc(F)cc1F	-2.6	5.7	x	-0.2	0.8	-2.6	-1.0	-5.7	-1.3	-6.4
33	CC1=C(C(=O)Nc2cccc(C(=O)NC3CCCCC3C)c2)SCCO1 (centres undefined)	-2.3	-32.8	-2.1	5.9	2.1	0.7	-2.9	32.8	-1.3	2.7
34	CCOC(=O)C1(Cc2ccccc2)CCCCCC1=O (centres undefined)	-6.3	-1.9	1.1	x	0.2	x	0.5	1.9	-0.5	-3.6
35	C=CCNC(=O)C(=O)N/N=C/c1ccco1	4.3	32.1	8.7	4.6	2.3	0.4	x	-32.1	-0.8	-3.7
36	COC(=O)CSc1nc2ccccc2o1	2.4	20.2	-8.4	0.7	0.1	0.1	10.6	-20.2	-2.0	-1.8
37	Cn1cc(/C=C(\C#N)C(=O)Nc2ccccc2O)c2ccccc21	2.4	-66.5	40.2	3.0	x	-4.0	x	66.5	-0.2	-4.6
38	COc1cc(OC)cc(C(=O)N[C@H](C(=O)Nc2nc(-c3cc(OC)ccc3OC)cs2)C(C)C)c1	-2.2	-70.8	19.7	1.4	-0.1	0.6	-7.3	u	0.8	-2.2
39	Cc1ccc2c(c1)c1c(n2CC(O)Cn2c(C)nc3ccccc32)CCCC1 (centres undefined)	-3.3	9.5	9.5	-0.1	1.9	-1.3	-4.1	-9.5	0.4	1.8
40	Cc1noc(C)c1NC(=O)N1CCN(Cc2ccccc2)CC1	6.0	x	x	1.0	2.1	0.2	-0.4	x	0.8	-0.1
41	CC(C)Cc1cc(C(=O)N2CCN(c3ccc(F)cc3)CC2)no1	-0.9	8.5	x	3.2	0.3	0.1	-1.2	-8.5	0.4	x
42	Cc1nc(SCC(=O)NC2CCCC2)[nH]c(=O)c1Cc1ccccc1	-1.6	-5.5	-0.7	-0.1	0.8	2.5	0.3	5.5	-0.6	-3.2
43	CCCCC(=O)NC(=S)NNC(=O)CCc1ccccc1	3.4	3.0	-8.2	1.6	-2.8	-4.0	0.4	-3.0	-1.9	-3.2
44	O=C(Nc1ccccc1C(=O)NCCN1CCOCC1)c1cccc([N+](=O)[O-])c1	-2.2	12.9	12.5	0.7	4.7	-1.3	-0.7	-12.9	-2.9	-1.0
45	c1ccc(OCCCn2nnc(-c3ccncc3)n2)cc1	-9.7	19.5	-1.1	0.1	2.8	-0.1	x	-19.5	-0.1	-0.5
46	Cc1ccc(OCc2nc3c4c(ncn3n2)-c2ccccc2CC42CCCC2)cc1	-5.9	-2.6	0.5	2.0	0.5	2.5	-4.8	2.6	-0.3	-3.2
47	COCc1c(C(=O)N/N=C(\C)c2ccncc2)nnn1-c1nonc1N	0.3	-1.7	0.2	-0.7	1.7	-1.2	-0.4	1.7	-1.6	0.3
48	Cn1c(=O)[nH]c(=O)c2c1nc(N1CCN(Cc3ccccc3)CC1)n2CCCc1ccccc1	-1.3	3.1	11.3	4.4	1.6	1.3	x	-3.1	-3.2	0.1
49	CC(=O)Nc1ccc(S(=O)(=O)N2CCN(Cc3nc4sc(C)c(C)c4c(=O)[nH]3)CC2)cc1	0.0	9.8	-3.6	4.2	2.5	-1.8	-5.3	-9.8	0.0	-7.0
50	O=C(CCc1ccccc1)N[C@@H]1c2ccccc2CC[C@H]1OCc1ccccc1	4.3	-21.3	12.9	-0.1	0.2	1.6	0.2	21.3	-2.5	-1.6

(more compounds)
cpd	molecule	Tat transport	SR-BI uptake up	MITF TRPM1 HTS	AddAB inh	phage Ecoli inh	E coli growth	Wnt act	SR-BI DiI inh	CAL PDZ FP-1	CAL PDZ FP-2
51	CC(C)OC(=O)C1CC(C)(O)C(=O)C(C(=O)OC(C)C)C1c1ccc([N+](=O)[O-])cc1 (centres undefined)	-3.3	-0.9	-7.9	3.9	1.8	-1.2	1.5	0.9	22.7	-2.0
52	COc1ccc(S(=O)(=O)N2CCN(C(=O)CCC3CCCC3)CC2)cc1	-1.1	-5.6	-8.5	-1.2	0.8	-2.4	-6.9	5.6	-1.4	-2.1
53	CC1CN(C(=O)COC(=O)c2ccc(C#N)cc2)CC(C)O1 (centres undefined)	2.2	1.7	-0.5	2.1	-0.9	-0.2	-2.9	-1.7	-1.7	-1.8
54	S=C(NCc1ccco1)Nc1ccc(Cl)cn1	-22.5	2.7	-6.6	-1.8	0.2	0.7	0.9	-2.7	-3.8	0.0
55	O=C(O)c1ccc2ccc3ccccc3c2c1	x	x	x	1.2	0.7	2.4	4.0	x	x	x
56	Cc1ccc(C(=O)N2CCC3(CC2)Oc2ccc(F)cc2C(=O)C32CC(c3ccc(Cl)cc3)=NO2)s1 (centres undefined)	-6.1	-25.3	-5.2	2.7	1.4	-2.6	-7.2	25.3	-2.6	0.8
